TSHR antagonist: Antagonists of the Thyroid Stimulating Hormone Receptor: HTS campaign. 330,000 tested, 0.2% active. TSHR-expressing cells, TSH-stimulated cAMP HTRF, 2 h; stronger effect = lower value. AID 504810, 2011. Thyrotropin receptor (Homo sapiens), P16473. activity change, negative = inhibition, % at 11.5 µM;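 active = activity change below a set negative limit, meaning inhibition stronger than a set level, cut at about -70% in these data; inconclusive = activity change between two set negative limits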; note: % is set by controls: 0 for no effect and ±100 for the full control effect
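Competitive HTRF cAMP read-out (cryptate anti-cAMP antibody, cAMP-d2; 30 min, room temperature) in freshly harvested TSHR cells. Compounds added before TSH at EC80 (4nM final), followed by 2 hours' incubation at 37 deg C.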
ASM inhibitor: Inhibitors of Secretory Acid Sphingomyelinase (S-ASM): qHTS; Sphingomyelin phosphodiesterase (Homo sapiens), P17405; placental ASM, HMU-PC fluorogenic substrate, 60 min; Potency, µM (series often up to 57.5 µM), inactives show at the top dose activity change, negative = inhibition, hits mostly inhibitors; 340,000 tested, 0.006% active; note: potency is the fitted concentration of half-maximal effect
Target sequence (P17405 47-631 limits assumed): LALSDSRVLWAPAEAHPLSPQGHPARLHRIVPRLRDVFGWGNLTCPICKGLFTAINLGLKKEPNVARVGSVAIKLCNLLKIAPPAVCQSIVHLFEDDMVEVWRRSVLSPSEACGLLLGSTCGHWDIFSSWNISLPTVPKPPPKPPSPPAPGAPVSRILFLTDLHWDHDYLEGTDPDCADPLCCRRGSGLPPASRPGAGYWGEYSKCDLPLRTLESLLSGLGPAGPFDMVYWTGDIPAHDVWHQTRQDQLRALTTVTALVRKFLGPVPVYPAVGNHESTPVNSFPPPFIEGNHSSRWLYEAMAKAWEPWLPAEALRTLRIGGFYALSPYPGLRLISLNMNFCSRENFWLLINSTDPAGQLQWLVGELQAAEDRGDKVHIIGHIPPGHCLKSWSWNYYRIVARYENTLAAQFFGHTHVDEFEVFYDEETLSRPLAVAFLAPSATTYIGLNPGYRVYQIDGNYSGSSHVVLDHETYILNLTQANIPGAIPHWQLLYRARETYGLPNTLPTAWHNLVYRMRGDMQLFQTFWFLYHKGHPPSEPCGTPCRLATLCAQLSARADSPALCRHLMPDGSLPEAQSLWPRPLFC
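Human placenta-derived ASM preincubated with compound 10 min at room temperature, then reacted with 9 uM (final) fluorogenic HMU-PC substrate for 60 min at 37 C. Stop solution raises pH to 10; fluorescence read at Ex 386/Em 447 nm.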
ELG1 repair inh: qHTS screen for small molecules that inhibit ELG1-dependent DNA repair in human embryonic kidney (HEK293T) cells expressing luciferase-tagged ELG1 | AID 504467, 2011 | 330,000 tested, 2.3% active | HEK293T ELG1-luciferase reporter, luminescence, 16 h; DNA damage induced by 5-fluorouridine | Potency, µM (series often up to 46.1 µM), for inactives: at the highest dose activity change, negative = inhibition, most hits filed as inhibitors; note: potency is the fitted concentration of half-maximal effect; % is set by controls: 0 for no effect and ±100 for the full control effect; nearly all actives have a fitted effect of over 55% in size
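DMSO vehicle served as the neutral condition. Each well held 2,000 cells given 5-fluorouridine plus compound; after 16 hr at 37 °C/5% CO2, ONE-Glo was added and luciferase measured 30 min later.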
Integrin act MD: qHTS for Activators of Integrin-Mediated Alleviation for Muscular Dystrophy; 350,000 tested, 0.064% active; alpha7betagal myoblasts, beta-gal FDG fluorescence, 48 h; AID 624291, 2012; Potency, µM (titrated, usually from 38.3 µM), without a hit: at the highest dose activation, usual class: activators;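 note: potency is the fitted concentration of half-maximal effect; 100% = response of the positive control SU9516; nearly all actives have a fitted effect of over 60% in size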
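Alpha7betagal+/- myoblasts (passage 13) were plated 16-24 hr, then exposed to compounds (1:260 dilution of DMSO stock) for 48 hours at 37C. After MPER lysis, β-galactosidase reporter activity was read as FDG fluorescence (ex 480/em 540) after 30 minutes.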
PTAP TSG101 blk: qHTS Assay for Iinhibitors of HIV-1 Budding by Blocking the Interaction of PTAP/TSG101. Fluorescence polarization, FITC-PTAP peptide / Tsg101 binding. Potency, µM (highest dose often 115 µM), inactives show at the top dose activity change, negative = inhibition, actives largely listed as inhibitors. 340,000 tested, under 10 active; active = well fitted inhibition curve with a large enough effect in the main read-out, with a control signal flat, not every such curve was filed as active; inconclusive = small, poorly fitted or top-dose-only effect, or effect the other way, or a change in a side signal; inactive = no such curve, though single readings can be large or run the other way; note: potency is the fitted concentration of half-maximal effect; % of control where 0% means no effect
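Steps: Tsg101 binding domain dispensed (10 uM final), compounds pinned in DMSO, FITC-labeled PTAP-motif peptide added (50 nM final); after 20 min binding at room temperature, polarization measured.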
Tb PFK inh: qHTS Assay to Find Inhibitors of T. brucei phosphofructokinase; T. brucei PFK, ADP-Glo luminescence; 330,000 tested, 0.17% active; ATP-dependent 6-phosphofructokinase (Trypanosoma brucei brucei), O15648; Potency, µM (top dose mostly 57.5 µM), for inactives: at the highest dose activity, negative = inhibition, actives largely listed as inhibitors; AID 485367, 2010;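 note: potency is the fitted concentration of half-maximal effect; 0% = uninhibited 1x PFK enzyme wells and -100% = no-enzyme wells; nearly all actives have a fitted effect of over 60% in size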
Target sequence (O15648 whole entry, looked up): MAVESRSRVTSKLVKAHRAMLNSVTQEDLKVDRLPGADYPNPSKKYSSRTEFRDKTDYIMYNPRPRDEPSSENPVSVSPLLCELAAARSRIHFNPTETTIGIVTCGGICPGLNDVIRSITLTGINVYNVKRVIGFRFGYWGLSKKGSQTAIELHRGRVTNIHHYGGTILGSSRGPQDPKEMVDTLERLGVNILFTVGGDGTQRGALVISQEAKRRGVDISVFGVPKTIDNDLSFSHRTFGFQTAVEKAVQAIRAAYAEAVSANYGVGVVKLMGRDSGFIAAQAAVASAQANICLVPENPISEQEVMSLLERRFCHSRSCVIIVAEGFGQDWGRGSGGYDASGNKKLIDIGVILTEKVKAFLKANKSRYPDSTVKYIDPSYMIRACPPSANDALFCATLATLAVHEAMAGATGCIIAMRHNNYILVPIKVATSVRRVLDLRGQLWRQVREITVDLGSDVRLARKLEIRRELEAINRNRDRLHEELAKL
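ADP-Glo luminescence quantified ADP after 45 min at room temperature, with 1.25 nM T. brucei PFK, 0.1 mM ATP and 0.5 mM fructose-6-phosphate in pH 8.0 TEA buffer. qHTS titrations up to 57 µM; curves classified by quality.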
Eya2 inh: qHTS Assay for Inhibitors of the Phosphatase Activity of Eya2; 330,000 tested, 0.006% active; Potency, µM (highest dose often 76.9 µM), without a hit: at the top dose activity, negative = inhibition, hits mostly inhibitors; recombinant Eya2, OMFP fluorescence dephosphorylation (OMFP is methylfluorescein phosphate); Protein phosphatase EYA2 (Homo sapiens), O00167; note: potency is the fitted concentration of half-maximal effect; % is set by controls: 0 for no effect and ±100 for the full control effect
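Eya2 protein (added as 0.2 uM solution) was preincubated with compound for 10 min at ambient temperature in 50 mM HEPES pH 7.5, 50 mM NaCl, 5 uM MgCl2, 0.05% BSA, 1 mM DTT. OMFP (added at 50 uM) then reacted 10 min; fluorescence read at 485/525 nm.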
BCR signal inh: qHTS Assay to Find Inhibitors of Chronic Active B-Cell Receptor Signaling | ABC-DLBCL IkBa-CBG/CBR reporter, luminescence ratio, 4 h | Potency, µM (highest dose often 46.1 µM), inactives show at the top dose ratio change, negative = lower green/red ratio, hits mostly inhibitors | 340,000 tested, 0.05% active | AID 493014, 2011; active = well fitted inhibition curve with a large enough effect in the signal ratio, with a control signal flat, not every such curve was filed as active; inconclusive = small, poorly fitted or top-dose-only effect, or effect the other way, or a change in a side signal; the % refers to the signal ratio;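 note: potency is the fitted concentration of half-maximal effect; plate controls were basal doxycycline-induced cells for no effect and cells given 10 µM MG132 for full effect; MG132 reads +100%, hits lower the ratio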
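Doxycycline induced both beetle luciferases in TMD8 lymphoma cells; IKK-driven degradation limits the IkappaBalpha-fused green signal, while red luminescence normalises for cell number and nonspecific effects. Compounds tested up to 46 uM, 4 hrs.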
TCR act: Activators of T cell receptors: qHTS campaign | primary human leukocytes, anti-CD3, IL-2 HTRF, 48 h | Potency, µM (top dose mostly 9.22 µM), without a hit: at the top dose activation of IL-2 secretion, hits mostly activators | 330,000 tested, under 10 active | AID 504894, 2011; note: % of control where 0% means no effect
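1) Mix primary human leukocytes, a-CD3 beads and compound. 2) Incubate 48 hr. 3) Add HTRF IL-2 reagents (a-IL-2-K, a-IL-2-d2).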
A-T KAP1 phos: qHTS Assay for Identifying a Potential Treatment of Ataxia-Telangiectasia. […] A-T fibroblasts, KAP-1 phosphorylation AlphaLISA; neocarzinostatin DNA damage 30 min before lysis. Potency, µM (highest dose often 57.5 µM), for inactives: at the highest dose activation, usual class: activators. 320,000 tested, 0.19% active; note: potency is the fitted concentration of half-maximal effect; % of control where 0% means no effect; nearly all actives have a fitted effect of over 45% in size
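hTERT-immortalized A-T patient fibroblasts ([…]), 500 cells/well in OPTI-MEM, 1% FBS, got compounds for 60 min, then NCS for 30 min at 37C. Lysates were then assayed for phospho-KAP-1 by AlphaLISA (anti-pKAP1 donor, anti-KAP1 acceptor beads), 6 hr at 25C.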
Mito fusion yeast: qHTS Assay for Small Molecule Inhibitors of Mitochondrial Division or Activators of Mitochondrial Fusion; S. cerevisiae fusion-defective mutant growth rescue, CellTiterGlo 48 h; Potency, µM (top dose mostly 46.1 µM), inactives show at the top dose growth rescue (activation), most hits filed as activators; 320,000 tested, 0.23% active; AID 485298, 2010;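 note: potency is the fitted concentration of half-maximal effect; % of control where 0% means no effect; nearly all actives have a fitted effect of over 45% in size; temperature-sensitive fusion mutants such as fzo1-1 at 37 °C on non-fermentable ethanol glycerol medium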
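Read-out: ATP-based luminescence (CellTiterGlo, 10 min ambient) reporting growth of fusion-defective ts yeast after 48 hours at 37C on glycerol/ethanol YPEG medium in the presence of compound.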
Active calls of the source: *; ? = inconclusive; . = no result given; [ ] = dose if it differs, or a comment. Unless noted, calls come from the whole dose curve; as a rule, active = well fitted curve in the direction sought with a large enough effect; inconclusive = small, poorly fitted or top-dose-only effect, or another doubt; inactive = no such curve, though single readings can be large; an effect the other way counts as inactive or inconclusive.

SMILES	TSHR antagonist	ASM inhibitor	ELG1 repair inh	Integrin act MD	PTAP TSG101 blk	Tb PFK inh	Eya2 inh	BCR signal inh	TCR act	A-T KAP1 phos	Mito fusion yeast
COC(=O)c1cn(NC(=O)c2cccc(N(C)C)c2)c(=O)c2ccccc12	-1.3	-2.1%	2.3%	18.0%	-4.6%	-1.4%	13.3%	-10.5%	1.0%	-1.0%	-2.3%
COc1cccc(CNC(=O)Cn2cc3c(n2)CCCC3)c1	16.7	0.1%	27.7%	2.9%	-0.4%	2.1%	6.7%	-11.3%	-17.6%	0.4%	-2.4%
COc1cc(NC(=O)c2ccccc2F)c(OC)cc1NC(=O)CN1CCOCC1	-8.0	0.6%	?	21.4%	-7.1%	1.2%	8.1%	5.0%	-18.7%	1.9%	6.1%
COc1ccc(OC)c(NC(=S)N2CCN(C/C=C/c3ccccc3)CC2)c1	-3.8	0.5%	?	-35.0%	-10.3%	-2.1%	-7.6%	-20.2%	.	-4.6%	-0.9%
OCCC1CN(CC#Cc2ccccc2)CCN1C1CCCC1 (stereo not given)	-1.8	4.9%	2.1%	-1.8%	0.7%	0.6%	-4.9%	8.1%	-14.8%	0.4%	-0.6%
O=C(CSc1nnc(-c2ccco2)o1)c1ccccc1	4.8	-4.9%	?	22.8%	-2.2%	-14.4%	-2.4%	-3.7%	-1.9%	-3.2%	0.2%
C[N+]1=C2CCCCCN2C(O)(c2ccccc2)C1 (stereo not given)	7.3	0.9%	7.1%	-17.6%	-4.7%	2.9%	-0.9%	4.2%	.	-11.1%	-3.7%
COc1cc(C(=O)Nc2cccc(S(=O)(=O)N3CCCC3)c2)c([N+](=O)[O-])cc1OC	-17.3	2.2%	-20.6%	1.8%	-1.9%	-0.9%	-3.1%	6.6%	0.8%	-0.5%	-0.4%
COC(=O)c1sc(NC(=O)c2oc3ccccc3c2C)nc1C	-12.3	-2.8%	?	20.6%	-1.9%	17.3%	-26.0%	?	2.4%	3.8%	0.4%
Cc1ccc(NC(=S)N2CCCCCC2)c(C)c1	1.3	-0.8%	?	-46.0%[inhibitor]	-3.9%	-1.3%	-0.8%	-0.7%	-3.1%	7.8%	-10.1%
COc1ccc(-c2csc(NC(=O)CN3C(=O)C4CCCCC4C3=O)n2)cc1OC (stereo not given)	-12.9	-4.3%	-26.7%	19.9%	-1.5%	6.9%	-5.3%	-0.7%	4.5%	1.7%	-0.6%
Cc1ccc(F)c(NC(=O)C2CCCCC2C(=O)O)c1 (stereo not given)	3.1	1.5%	-0.7%	-9.6%	-3.9%	-2.9%	-21.1%	-1.6%	.	-0.7%	-1.4%
O=C(CSc1ncc(C(F)(F)F)cc1Cl)N1CCN(S(=O)(=O)c2ccccc2)CC1	-11.2	-0.3%	?	24.5%	-5.9%	2.9%	-16.4%	0.5%	-2.9%	-2.2%	16.8%
CCc1nnc(N2C(=O)c3ccc(Oc4ccc([N+](=O)[O-])cc4)cc3C2=O)s1	-3.8	1.2%	26.7%	8.6%	-2.2%	2.6%	-7.7%	14.4%	0.5%[46.1 µM]	1.3%	-1.3%
Oc1ccc(/C=N/N(c2ccccc2)c2ccccc2)cc1O	-3.5	-1.8%	?	0.0%	-1.7%	-7.9%	4.3%	-3.1%	-1.0%	-8.2%	-2.5%
O=c1[nH]cnc(O)c1C(c1ccc([N+](=O)[O-])cc1)c1c(O)nc[nH]c1=O	-4.2	1.8%	10.0%	0.0%	-4.7%	-4.5%	-4.1%	0.0%	.	7.9%	0.8%
CN(Cc1nccn1C)C(=O)CC1C(=O)NCCN1Cc1cccc(Oc2ccccc2)c1 (stereo not given)	-7.9	10.3%	9.9%	17.6%	-0.8%	-1.4%	-8.7%	-12.4%	-0.3%	4.7%	2.6%
COc1c(F)c(F)c(C(=O)Nc2ccccc2N2CCN(C(C)=O)CC2)c(F)c1F	.	0.4%	.	2.6%	-2.5%	.	.	.	-11.4%	.	1.6%
CCO/C(C)=C1\N=C(c2ccc(Cl)cc2)OC1=O	5.1	-2.9%	15.0%	11.6%	-1.7%	0.0%	-1.7%	-3.8%	.	1.6%	0.4%
Cc1cc(NC(=O)c2cncc(Br)c2)n(-c2ccccn2)n1	19.1	3.8%	-15.0%	-5.0%	-0.2%	-3.5%	19.4%	8.6%	-3.3%	.	2.2%
CCn1c(O)c(C=NCCN2CCOCC2)sc1=S	-4.2	-2.7%	9.9%	12.5%	-2.5%	0.3%	4.6%	-0.7%	-1.4%	-1.2%	0.2%
Cc1ccccc1-n1nc(-c2cccnc2)cc1C(=O)NN	5.8	6.1%	-3.6%	-6.6%	-0.1%	0.9%	-10.1%	-3.4%	-1.6%	-2.9%	0.5%
CC(C)(C)c1nc2ccc([N+](=O)[O-])cc2[nH]1	1.3	1.1%	?	-3.3%	0.2%	0.8%	-1.0%	3.7%	-0.5%	1.4%	9.1%
CC(C)C1CC(CCN)(Cc2ccccc2)CCO1 (stereo not given)	17.8	3.9%	-10.9%	6.7%	-11.5%	-4.2%	6.3%	?	3.1%	6.8%	-4.5%
COCCN(C(=O)c1csnn1)C(C(=O)NC(C)(C)C)c1cccc(OC)c1 (stereo not given)	6.7	-0.9%	7.0%	5.3%	-6.1%	0.0%	-16.2%	?	0.5%	.	6.0%
New compounds follow.
SMILES	TSHR antagonist	ASM inhibitor	ELG1 repair inh	Integrin act MD	PTAP TSG101 blk	Tb PFK inh	Eya2 inh	BCR signal inh	TCR act	A-T KAP1 phos	Mito fusion yeast
CC(c1ccco1)N(C(=O)c1ccccc1NS(=O)(=O)c1cccc([N+](=O)[O-])c1)c1ccccn1 (stereo not given)	1.5	2.2%	-10.0%	22.5%	-3.8%	2.8%	-4.0%	?	0.5%[46.1 µM]	-3.6%	6.3%
O=C(O)Cc1ccc(O)c(F)c1	23.5	-0.3%	-0.5%	.	1.5%	3.4%	-2.4%	1.3%	-0.6%	12.5%	-6.2%
COc1cccc(/C=N/NC(=O)c2[nH]nc3c2CCc2ccccc2-3)c1O	-11.7	-2.2%	?	-17.5%	?	-1.5%	0.2%	?	0.8%[46.1 µM]	0.9%	3.5%
O=C(Nc1ccc(S(=O)(=O)N2CCCC2)cc1)c1ccc(OCC2CCCO2)cc1 (stereo not given)	-10.1	-3.1%	?	-8.8%	-0.3%	1.6%	-0.6%	-0.6%	-11.4%	1.9%	6.1%
O=C(Nc1ccc(N2CCOCC2)cc1N1CCOCC1)c1ccc([N+](=O)[O-])cc1	-15.6	-3.5%	1.1%	-26.4%	-3.6%	3.1%	-9.0%	0.3%	-2.5%	-5.7%	-4.4%
CCc1ccc(C2N3CC4([N+](=O)[O-])CN2CC([N+](=O)[O-])(C3)C4(C)C)cc1 (stereo not given)	8.2	-1.6%	?	-14.7%	-5.1%	0.5%	-6.6%	?	-1.7%[46.1 µM]	10.0%	-6.8%
